MOR-DOR ag: agonists of OPRM1-OPRD1 heterodimerization, primary screen, cell-based, luminescence; activation, % at 9.3 µM; AID 504326, 2011; cells; actives 0.3% (n = 340,000); in the data active = activation above about 18%;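 also: 0% = vehicle-treated cells and 100% = reference agonist; values of inactives mirror those of a sister screen read the other way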
Target sequence (P35372 whole entry, looked up): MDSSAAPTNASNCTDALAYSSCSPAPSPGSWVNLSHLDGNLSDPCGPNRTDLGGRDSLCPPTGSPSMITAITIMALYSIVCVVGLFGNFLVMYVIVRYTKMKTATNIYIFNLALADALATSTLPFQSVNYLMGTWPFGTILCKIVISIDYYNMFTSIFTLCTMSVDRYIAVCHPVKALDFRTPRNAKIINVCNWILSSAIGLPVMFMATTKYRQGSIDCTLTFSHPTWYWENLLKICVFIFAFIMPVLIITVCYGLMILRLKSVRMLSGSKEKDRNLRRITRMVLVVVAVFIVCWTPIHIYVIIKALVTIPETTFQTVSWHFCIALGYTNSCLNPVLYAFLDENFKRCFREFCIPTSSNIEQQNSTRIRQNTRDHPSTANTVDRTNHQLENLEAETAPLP
Target sequence (P41143 whole entry, looked up): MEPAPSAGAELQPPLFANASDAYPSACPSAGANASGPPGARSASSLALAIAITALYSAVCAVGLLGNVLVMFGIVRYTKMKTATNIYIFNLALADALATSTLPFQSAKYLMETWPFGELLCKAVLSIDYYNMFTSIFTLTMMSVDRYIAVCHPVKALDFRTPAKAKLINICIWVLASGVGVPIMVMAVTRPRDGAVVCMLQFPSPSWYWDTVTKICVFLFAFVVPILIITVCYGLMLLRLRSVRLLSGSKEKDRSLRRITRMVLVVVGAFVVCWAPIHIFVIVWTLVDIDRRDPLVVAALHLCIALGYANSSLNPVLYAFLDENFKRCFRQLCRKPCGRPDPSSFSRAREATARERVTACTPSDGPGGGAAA
PfHsp90 set2: growth inhibition of PfHsp90-expressing yeast, primary screen, antimalarial PfHsp90 inhibitor project, S. cerevisiae, BacTiter-Glo luminescence, single point, set 2 | BacTiter-Glo ATP, 48 h; yeast lacking PDR1 and PDR3 efflux regulators | inhibition, % at 9.4 µM | actives 0.32% (n = 310,000) | AID 504621, 2011;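 active = every replicate shows inhibition above about 80%, whatever the replicate mean, limit read from the data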;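 also: 0% = DMSO neutral controls and 100% = 20 µM radicicol positive controls; yeast relying on Plasmodium falciparum Hsp90 in place of its own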
Tat transport: E. coli Tat export inhibitors, primary screen, MC4100, TorA-mCherry reporter, fluorescence, single point; inhibition, % at 10 µM; actives 0.036% (n = 340,000); AID 488895, 2010;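 active = mean replicate inhibition at least 50% and at least half of replicates individually reaching 50%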;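 also: exported cargo escapes ClpAP degradation while cytoplasmic cargo is degraded and loses fluorescence; 0% = median of neutral control wells and 100% = median of NaSCN control wells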
PKA-R2B act: activators of PKA-R2B holoenzyme, primary screen, biochemical, fluorescence polarization, Cy5-IP20, human. PKA-R2B holoenzyme dissociation; R2B truncated from residue 108, S112A mutant; 0% DMSO only, 100% 113 µM cGMP. cAMP-dependent protein kinase catalytic subunit beta (Homo sapiens) + cAMP-dependent …. actives 0.079% (n = 340,000). activation, % at 11.4 µM;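 active = activation above a cutoff set at the mean over all compounds plus 3 SD, cut at about 18% in these data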;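 also: higher means more holoenzyme dissociation and a rise in polarization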
phage Ecoli inh: growth loss of phage-infected E. coli, primary screen, RecBCD inhibitor project, absorbance, with phage, HTS. inhibition, % at 11.9 µM. actives 0.26% (n = 360,000); in the data active = inhibition above about 11%
HTR5A inv ctr: HTR5A inverse agonists in luminescence cell assay, primary screen, counter-screen for OPRM1-OPRD1 heterodimer inverse agonist project, full-deck HTS | HTR5A cell line, inverse agonism | inhibition, % at 9.3 µM | actives 0.083% (n = 340,000) | AID 504634, 2011; in the data active = inhibition mostly above about 23%, no sharp cut-off; inactive = mostly below about 18%;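 also: 0% = cells with DMSO and 100% = no-cell wells with DMSO; some compounds called inactive have numbers as strong as hits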
Mot1-301 SUMO: yeast Mot1-301 growth rescue at high temperature, primary screen, SUMOylation pathway inhibitor project, S. cerevisiae, ATP luminescence, 38.5C. growth rescue, % at 18.8 µM. S. cerevisiae Mot1-301 growth rescue; percent above DMSO median, 100 means doubled. actives 1% (n = 320,000);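 active = every valid replicate shows activation above 250% relative to neutral control wells; inactive = the rest, any valid replicate at or below 250%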;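 also: OY570 slx delta 5 strain wells were the positive control but not used for scaling; some compounds called inactive have numbers as strong as hits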
OPRM1-OPRD1 inv: inverse agonists of MOR-DOR heterodimerization, primary screen, cell-based, luminescence | cell-based MOR-DOR heterodimer luminescence, inverse agonism | actives 0.21% (n = 340,000) | AID 504357, 2011 | Mu-type opioid receptor (Homo sapiens) + Delta-type opioid receptor (Homo sapiens), … | inhibition, % at 9.3 µM; in the data active = inhibition above about 22%, passing the limit was not always enough;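 also: 0% = cells with DMSO and 100% = wells without cells with DMSO; values of inactives mirror those of a sister screen read the other way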
AddAB inh: growth inhibition of E. coli expressing H. pylori AddAB, primary screen, AddAB inhibitor project, absorbance. inhibition, % at 11.9 µM. AID 435030, 2010. actives 0.29% (n = 330,000); in the data active = inhibition above about 12%;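 also: 0% = vehicle wells of infected cells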
Ecoli viability: E. coli V3065 growth inhibition, primary screen, counter-screen for AddAB inhibitor project, absorbance, OD600. 18 h. inhibition, % at 11.9 µM. actives 0.27% (n = 330,000);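 active = inhibition above the campaign's mean inhibition across all tested compounds plus 3 SD, cut at about 9.9% in these data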;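 also: uninfected addAB+ strain grown without phage in ampicillin broth; 0% = DMSO wells and 100% = ciprofloxacin 0.95 µg/ml wells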
PKA-R1A act: activators of PKA-R1A holoenzyme, primary screen, biochemical, fluorescence polarization, Cy5-IP20, bovine R1A, mouse PKAc; PKA-R1A dissociation; scaled: DMSO 0%, 113 µM cGMP 100%; activation, % at 11.4 µM; actives 0.083% (n = 340,000); AID 504707, 2011;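 active = percent activation above the mean of all tested compounds plus 3 SD, cut at about 19% in these data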;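 also: higher means more PKAc released from R1A so a rise in polarization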
* hit, by the source's call; / = not tested or not shown.

(1) Cc1ccc(-c2noc(CCC(=O)Nc3ccccc3N3CCN(C)CC3)n2)cc1
(2) COc1ccc(OC)c(/C=N\NC(=O)c2ccc(=O)n(C)c2)c1
(3) O=C(Cc1ccccc1)c1ccc(O)cc1O
(4) Cc1ccc(C)c(OCC(=O)NCC(C)(C)N2CCOCC2)c1
(5) Cc1ccccc1C(=O)Nc1ccccc1-n1cccc1
(6) Cc1ccc(C(C)C)c(OCC(=O)N2CCOCC2)c1
(7) Cc1ccc(C(=O)NNC(=O)c2ccc3ccccc3c2O)cc1
(8) CS(=O)(=O)NCCNc1ccc(C(F)(F)F)cc1[N+](=O)[O-]
screen / no.	1	2	3	4	5	6	7	8
MOR-DOR ag	-0.7	0.3	-1.0	-1.0	-1.4	-1.8	-1.8	-1.1
PfHsp90 set2	11	5	4	-8	-9	18	18	23
Tat transport	9	-7	5	0	-4	-7	1	4
PKA-R2B act	-9	3	12	-3	1	-8	-6	2
phage Ecoli inh	3.7	3.0	1.9	0.3	0.8	2.7	3.7	2.4
HTR5A inv ctr	9	-5	3	13	-8	-9	-9	-3
Mot1-301 SUMO	-2	3	/	-9	-2	165	2	10
OPRM1-OPRD1 inv	3	-2	5	4	8	11	10	5
AddAB inh	0.5	1.4	/	1.6	-5.6	0.6	8.8	0.3
Ecoli viability	1.7	2.4	/	-0.7	-0.3	-0.6	0.9	-7.1
PKA-R1A act	-15	-6	1	-7	2	-11	-2	-2

An excerpt from above with just PKA-R1A act and HTR5A inv ctr:
No.	smiles	PKA-R1A act	HTR5A inv ctr
3	O=C(Cc1ccccc1)c1ccc(O)cc1O	1	3
8	CS(=O)(=O)NCCNc1ccc(C(F)(F)F)cc1[N+](=O)[O-]	-2	-3

(next part)
(9) O=C(NCCc1ccccc1F)/C(=C/c1cccnc1)NC(=O)c1ccccc1
(10) Cc1cnc(C(=O)OCC(=O)c2cccc3ccccc23)cn1
(11) O=C(Nc1nnc(-c2ccccc2)o1)C1CCCN1S(=O)(=O)c1cccs1 (stereo unspecified)
(12) COCCN(C(=O)COC(=O)CC1CCCCC1)c1c(N)n(Cc2ccccc2)c(=O)[nH]c1=O
(13) O=C(CSc1nc2ccccc2n1CC(=O)N1CCCC1)Nc1ccc2c(c1)OCO2
(14) COc1ccc(N(C(C)C(=O)N/N=C(\C)C(C)(C)C)S(C)(=O)=O)cc1 (stereo unspecified)
(15) COc1cc([N+](=O)[O-])ccc1N/C=C/C(=O)c1cccs1
(16) CN(Cc1ccccc1)C(=O)c1cc(S(=O)(=O)N2CCOCC2)cn1C
screen / no.	9	10	11	12	13	14	15	16
MOR-DOR ag	6.1	-1.5	-1.2	-2.1	/	-0.1	1.3	-1.6
PfHsp90 set2	12	-33	/	-9	/	-33	2	-145
Tat transport	9	-3	-6	5	6	-3	-2	0
PKA-R2B act	3	-7	5	1	-6	4	-5	2
phage Ecoli inh	2.9	2.4	-0.1	-2.8	1.1	5.4	1.2	1.6
HTR5A inv ctr	-9	-1	-9	5	/	-5	-17	-6
Mot1-301 SUMO	206	9	-1	-5	-18	-5	-10	5
OPRM1-OPRD1 inv	-42	10	8	11	/	0	-7	9
AddAB inh	2.7	2.8	1.1	2.4	0.4	6.8	0.0	1.0
Ecoli viability	-0.5	1.6	-0.2	1.4	-1.1	-0.4	0.8	1.9
PKA-R1A act	-6	4	-8	-8	-11	-5	-4	-1

An excerpt from above in order of heavy-atom count, smallest number first:
(15) COc1cc([N+](=O)[O-])ccc1N/C=C/C(=O)c1cccs1
(16) CN(Cc1ccccc1)C(=O)c1cc(S(=O)(=O)N2CCOCC2)cn1C
(13) O=C(CSc1nc2ccccc2n1CC(=O)N1CCCC1)Nc1ccc2c(c1)OCO2
screen / no.	15	16	13
MOR-DOR ag	1.3	-1.6	/
PfHsp90 set2	2	-145	/
Tat transport	-2	0	6
PKA-R2B act	-5	2	-6
phage Ecoli inh	1.2	1.6	1.1
HTR5A inv ctr	-17	-6	/
Mot1-301 SUMO	-10	5	-18
OPRM1-OPRD1 inv	-7	9	/
AddAB inh	0.0	1.0	0.4
Ecoli viability	0.8	1.9	-1.1
PKA-R1A act	-4	-1	-11

Further entries follow:
(17) CCCCN(C)CCCNC(=O)c1cc(Nc2ccc(OC)c(OC)c2)nc2ccccc12
(18) Cc1c(C(=O)O)sc(=S)n1CCOc1ccccc1
(19) Cc1cc(NC(=O)c2cccs2)ncc1NC(=O)c1cccc(F)c1
(20) Cc1noc(C)c1-c1nnc(-c2ccc(C(F)(F)F)cc2)o1
(21) CCCCCCc1c(C)nc(-n2[nH]c(C)c(CCO)c2=O)[nH]c1=O
(22) CCOC(=O)c1sc(N2N=C(C)/C(=C\c3ccc(OCC(=O)OC)cc3)C2=O)nc1C
(23) CCOC(=O)c1ccc(NC(=O)C2(c3ccccc3)CCCC2)cc1
(24) Cc1ccc(NC(=O)c2cccc(-n3cnnn3)c2)cc1Cl
screen / no.	17	18	19	20	21	22	23	24
MOR-DOR ag	-3.2	-2.0	-0.8	-0.8	-4.3	-2.2	3.1	0.8
PfHsp90 set2	-46	6	15	-5	-26	-24	/	10
Tat transport	-8	-2	4	2	-7	1	0	-4
PKA-R2B act	13	4	5	8	-8	9	3	-9
phage Ecoli inh	1.4	-2.8	3.8	0.8	1.4	2.5	4.0	0.6
HTR5A inv ctr	0	-11	-8	2	13	9	-1	-4
Mot1-301 SUMO	-6	1	-3	-7	282	14	444	-1
OPRM1-OPRD1 inv	14	11	4	4	24	12	-16	-3
AddAB inh	0.7	1.5	2.4	1.4	-2.1	-3.2	4.1	0.4
Ecoli viability	0.0	0.6	1.3	-4.3	-4.5	-2.2	0.5	-0.3
PKA-R1A act	-2	0	-9	-15	-4	-7	-8	-4

(25) O=C(NS(=O)(=O)Oc1cccc(F)c1)OC[C@@H]1CCCN2CCCCC12 (stereo partly specified)
(26) O=C(CSc1nnc(Cn2c(=O)sc3ccccc32)n1-c1ccccc1)N1CCCCCC1
(27) COc1ccc(C(=O)Nc2nnc(Cc3ccccc3)s2)c(OC)c1
(28) CC1(C)CC(=O)C2=C(C1)NC(=O)CC2c1cccc(F)c1 (stereo unspecified)
(29) COc1ccc(C2CC(c3cccs3)=NN2C(=S)Nc2ccccc2)cc1OC (stereo unspecified)
(30) Cc1ccc(CN(C(=O)c2ccco2)C(C(=O)NC2CCCC2)c2ccc(N3CCOCC3)cc2)cc1 (stereo unspecified)
(31) COc1ccc(C(=S)Nc2ccccc2)cc1
(32) CCCCN(Cc1ccco1)C(=O)C1CCCN(c2ncnc3c2nc2n3CCCCC2)C1 (stereo unspecified)
screen / no.	25	26	27	28	29	30	31	32
MOR-DOR ag	-2.5	-2.3	3.1	-1.9	-1.7	-1.4	0.5	1.4
PfHsp90 set2	-1	1	-25	-25	-16	37	-4	-11
Tat transport	3	-2	-1	6	-1	5	-3	15
PKA-R2B act	-7	-8	5	-12	5	-6	-4	-2
phage Ecoli inh	-3.7	2.7	2.1	0.5	1.4	3.1	1.7	1.0
HTR5A inv ctr	-34	9	-13	8	14	11	-15	-5
Mot1-301 SUMO	-12	7	13	-2	68	127	2	-12
OPRM1-OPRD1 inv	13	12	-15	8	10	8	-3	-8
AddAB inh	3.6	4.8	2.7	2.2	4.4	-2.0	3.7	0.5
Ecoli viability	2.1	0.9	1.4	0.3	0.4	-1.8	4.4	-0.9
PKA-R1A act	5	-4	2	2	-1	-5	0	-12

(33) O=C1CCc2cc(S(=O)(=O)NCCc3ccc(Cl)cc3)cc3c2N1CC3
(34) CCN(CC)c1nc2ccccc2nc1C(C#N)C(=O)NCCCOC (stereo unspecified)
(35) COc1cc(/C=C/C(=O)OCC(=O)c2c(N)n(C)c(=O)n(C)c2=O)ccc1OC(F)F
(36) COc1ccc(S(=O)(=O)N(C)CC(=O)NCc2ccccn2)cc1
(37) O=C(/C=C/c1cccnc1)/C=C/c1cccnc1
(38) Cc1cccc(NC(=S)N(CCN(C)C)Cc2cc3cccc(C)c3[nH]c2=O)c1
(39) Cc1ccc(N/C=C/C(=O)C(C)(C)C)c(O)c1
(40) CCNc1ccc(C2(O)C(=O)c3ccccc3C2=O)cc1
screen / no.	33	34	35	36	37	38	39	40
MOR-DOR ag	-1.2	-0.8	-0.9	-2.7	-3.6	3.7	3.9	1.9
PfHsp90 set2	16	3	-19	-46	38	1	/	17
Tat transport	11	2	-6	-17	-8	-2	4	-9
PKA-R2B act	-3	-10	-5	12	-7	2	-13	-3
phage Ecoli inh	0.7	2.1	2.7	1.2	1.7	4.3	/	3.1
HTR5A inv ctr	13	7	-15	-1	6	-19	-17	-21
Mot1-301 SUMO	/	11	16	0	/	-19	20	-8
OPRM1-OPRD1 inv	8	3	4	15	17	-19	-22	-14
AddAB inh	/	2.1	1.2	4.1	/	2.4	-0.5	-1.0
Ecoli viability	/	0.4	-0.3	0.6	/	0.8	-1.9	-1.4
PKA-R1A act	-2	-17	9	9	-6	-2	-23	-5

(41) O=C(c1cccnc1)N1C2C=CC(C2)C1(C(F)(F)F)C(F)(F)F (stereo unspecified)
(42) COCCNC(=O)CCCn1c(=O)c2cc(OC)c(OC)cc2n(CC(=O)c2cccc(OC)c2)c1=O
(43) CC(=O)COc1ncn(-c2ccccc2)n1
(44) Cc1ccc(-n2c(C)cc(C)c(C#N)c2=O)cc1Cl
(45) Cc1cc(=O)[nH]c(-n2nc(C)cc2C)n1
(46) Cc1ccc(-n2nc(C)c3c2NC2=C(C(=O)CC(C)(C)C2)C3c2ccccc2OCC(=O)O)cc1 (stereo unspecified)
(47) COC(=O)C1CCN(C2=C(NS(=O)(=O)c3ccc(Cl)cc3)C(=O)c3ccccc3C2=O)CC1
(48) C=CCc1ccccc1OCC(O)CN1CCN(c2ccccc2F)CC1 (stereo unspecified)
screen / no.	41	42	43	44	45	46	47	48
MOR-DOR ag	-2.9	-3.1	-0.6	1.9	-1.1	-1.5	5.1	8.5
PfHsp90 set2	4	12	40	-7	5	/	11	25
Tat transport	6	-10	14	-2	-7	0	3	4
PKA-R2B act	-6	3	1	1	2	10	3	-1
phage Ecoli inh	0.3	0.2	-0.1	3.2	-4.0	-1.8	0.5	1.2
HTR5A inv ctr	8	8	-19	8	3	-4	0	-26
Mot1-301 SUMO	0	-5	-12	-10	5	23	-27	-18
OPRM1-OPRD1 inv	13	16	3	-11	7	7	-26	-38
AddAB inh	4.8	-1.7	-0.5	0.6	-6.8	-2.4	3.2	2.9
Ecoli viability	0.1	-2.1	0.2	0.3	-8.2	-1.4	0.0	0.3
PKA-R1A act	2	-3	-11	-9	0	-1	-7	-5

Screening data as filed in PubChem.
